Assay outcomes deposited in PubChem by National Center for Advancing Translational Sciences (NCATS).
Pf Dd2 growth – blocks in vitro growth of P. falciparum Dd2; actives 4.3% (n = 120,000); Potency, µM (titrated, usually from 28.9 µM), for inactives: at the highest dose activity, negative = inhibition, most hits filed as inhibitors; P. falciparum Dd2 growth, SYBR Green, 72 h; active = well fitted inhibition curve with a large enough effect; inconclusive = small, poorly fitted or top-dose-only effect; inactive = no such curve, though single readings can be large or run the other way;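 also: plate controls were DMSO vehicle for no effect and reference drug for full effect; nearly all actives have a fitted effect of over 65% in size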
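Readout: SYBR Green fluorescence, 485 nm excitation, 535 nm emission, after ~16 h lysis at 37C. Before that, Dd2-infected red cells (2.5% hematocrit) grew 72 h with compound, 29 uM top final concentration.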
Active calls of the source: *; i = inactive; ? = inconclusive; [ ] = remark or other dose. Potency is read from the fitted curve at half-maximal effect. This is a subset; rates above refer to the full screens.

SMILES | Pf Dd2 growth
CNS(=O)(=O)c1cn(CC(=O)Nc2cccc(OC)c2)cc1S(=O)(=O)NC | 15%
Cc1ccc(C)c(CN2C(=O)NC3(CCN(C(=O)c4ccc[nH]c4=O)CC3)C2=O)c1 | 27%
O=C1CCCN1CCCN1C(=O)[C@H]2CN(Cc3cccc(OC(F)(F)F)c3)C[C@H]2C1=O | 23%
COc1ccc(C(=O)NC2CCN(c3cc(-c4ccc(F)cc4)[nH]n3)CC2)cc1F | i
O=C(CC1CCCCC1)N1CCCC(c2noc(COc3ccccc3)n2)C1 (stereo not given) | ?
CNC(=O)[C@@H]1CN(C(=O)c2cc(F)cc(F)c2)C[C@H]1COC | 22%
O=C(NCC1CN(C(=O)Cc2ccccc2)CC12CN(c1ccccc1)C2)C1CC1 (stereo not given) | ?
CC1(CNc2ccccc2)COc2ccc(C(=O)NCc3cccs3)cc2N1 (stereo not given) | ?
O=C(Cc1ccc2c(c1)OCO2)N1CCc2onc(-c3cccc(F)c3)c2C1 | -6%
COc1ccc(-c2nc3c(c(SCC(=O)Nc4ccccc4F)n2)Cc2cc(C)ccc2O3)cc1 | 19%
COC(=O)[C@@H]1Cc2ncn(Cc3ccc(OC)cc3)c2CN1C(=O)c1ccc(C#N)cc1 | i
Cc1ccccc1CNC(=O)CCc1ccnc(N2CCOCC2)c1 | -26%
CCn1nc(C)cc1S(=O)(=O)N1CCC2(CC1)NC(=O)CC2C(=O)O (stereo not given) | -13%
CC(C)n1cc2cc(C(=O)N3CCN(c4ccc(F)cc4)CC3)sc2c1 | -6%
Cc1cc2c(-c3ccccc3F)nc(-c3c(C)noc3C)cc2[nH]1 | i
COC(=O)c1ccc(NC(=O)c2nc(-c3ccc(Cl)cc3)n3c2CCCCC3)cc1 | ?
Cc1cc(Cl)ccc1NS(=O)(=O)c1c(C(=O)N2CCCCCC2)c(C)n(C)c1C | -9%
COc1ccc(C(=O)N2CCC3(CC2)NCCc2c3[nH]c3ccccc23)c(OC)c1 | -8%
O=C1NCc2ccccc2CC12CCCN2Cc1ccccc1OC(F)(F)F (stereo not given) | ?
Cc1ccc(NC(=O)CCn2cccn2)cc1Cl | 365%[activator][5.79 µM]
O=C(c1ccc(F)cc1)N1CCN(c2nnc3ccccn23)CC1 | 5%
COc1cccc(NC(=O)C2(C)COCc3cnc(Nc4ccccc4)nc32)c1 (stereo not given) | i
CN1C(C(=O)Nc2ccc(OC(F)(F)F)cc2)=CC(c2ccc3c(c2)OCO3)=NS1(=O)=O | 14%[0.594 µM]
Cc1cc(C)cc(NC(=O)CSCc2cc(=O)c3ccc(C)c(C)c3[nH]2)c1 | 24%
Cc1cc2c(-c3cccc(OC(C)C)c3)nc(-c3c(C)noc3C)cc2[nH]1 | ?
O=C(NCc1cccc(F)c1)C1=Cc2cc(Br)ccc2OC1 | 8%
O=C(C1CCOCC1)N1CC2CC(C1)[C@H]1CCCC(=O)N1C2 (stereo not given in full) | 11%
O=C(NCC(=O)N1CCN(c2ccccn2)CC1)c1cncc(Br)c1 | -24%
CC(C)OCCCNC(=O)Cn1ccc2cc(S(=O)(=O)N3CCCCCC3)ccc21 | -18%
Cc1ccccc1-n1nc(C)c(CCC(=O)NCC(C)C)c1Oc1cccc(F)c1 | -5%
O=C(CCCn1c(=O)[nH]c2ccccc2c1=O)NCc1ccccc1Cl | -18%
Cc1nn(-c2ccc(C(F)(F)F)cc2)c(C)c1[C@@H]1C=C[C@@H](NCc2ccc(N(C)C)cc2)C1 | ?
COCC1CN(C(C)=O)CC12CCN(C(=O)c1ccc(OC)nc1OC)CC2 (stereo not given) | 2%
O=C(NC[C@H]1OC[C@@H](NCc2cccs2)[C@@H]1O)Nc1ccccc1 | -3%[44.1 µM]
COc1ccc(OC)c(NC(=O)CN(c2ccccc2OC)S(=O)(=O)c2ccc(C)cc2)c1 | i
O=C(c1cn2c(n1)CN(C(=O)c1ccccc1F)CC2)N1CCOCC1 | 20%
CN1CCC2(Cc3ccccc3CN(C(=O)CCC(=O)O)C2)C1 (stereo not given) | -7%
CCCCCNc1ncnc2c1CN(c1ccc(OC)cc1)C(=O)CN2C | 14%
COc1ccccc1Nc1nn2c(=O)c3ccc(C(=O)NCCCOC(C)C)cc3nc2s1 | -9%
CCC(CC)C(=O)NC[C@H]1O[C@@H](CC(=O)NC(C)C)[C@H](O)[C@@H]1O | 31%[activator][44.1 µM]
CC(C)CN1C(=O)c2cccn2CC1CNC(=O)Cc1cccc(F)c1 (stereo not given) | -15%
COc1ccc(-c2cc(N3CCCN(C(=O)c4ccc(Cl)cc4)CC3)n[nH]2)cc1 | ?
Cc1ccc(C)c(CN2C(=O)c3ccccc3S(=O)(=O)c3ccc(C(=O)N4CCCC4)cc32)c1 | ?
O=C(NCc1ccccc1Cl)c1ccc2c(c1)N(Cc1ccccc1)CCS2 | ?
COc1cc(OC)cc(C(=O)Nc2cccc(-c3cn4ccsc4n3)c2)c1 | ?
Cc1cn2nc(C(=O)N3CCC(NC(=O)CCC4CCCC4)CC3)cc2c(=O)[nH]1 | -1%
CCC1CCCCN1CCCNC(=O)c1ccc2c(c1)sc1nc(-c3ccc(F)cc3)cn12 (stereo not given) | 1µM*
Cc1nc(-c2ccccc2OC2CN(S(=O)(=O)c3c(C)noc3C)C2)no1 | ?
CC(C)NC(=O)N[C@H]1CCN2C(=O)c3cc(-c4cccc(C(F)(F)F)c4)ccc3NC(=O)[C@H]12 | ?
O=C(Nc1ccc(Br)cc1)C(Cc1ccccc1)NS(=O)(=O)c1cccc2nsnc12 (stereo not given) | ?
CCn1ncc(C(=O)N2C[C@@H](COC)[C@H](c3nc(C4CC4)no3)C2)c1C | 26%
CN1CC2(CCN(C(=O)c3cccnc3)CC2)CC1C(=O)N1CCOCC1 (stereo not given) | ?
COc1cccc(NC(=O)CSC2=Nc3ccccc3N=C(c3ccc(F)cc3)C2)c1 | ?
O=S(=O)(NCC(c1ccco1)S(=O)(=O)c1cccs1)c1ccc(Cl)cc1 (stereo not given) | -27%
CN(Cc1ccccc1)C(=O)CSc1nnc(-c2cccc(Cl)c2)o1 | 53%[activator]
CN1CCN(C(=O)[C@@H]2CCC[C@@H](NCC3CC3)CN(C)C(=O)C2)CC1 | -21%[44.1 µM]
CN1CCC2(C1)CN(CC1CC1)c1ccc(C(=O)NC3CCCCC3)cc12 (stereo not given) | ?
COCCc1noc([C@@H]2CN(Cc3ccccc3C#N)C[C@H]2CO)n1 | ?
CC(=O)NCCCC(=O)N1CCC2(CC1)CC(NC(C)=O)c1ccccc12 (stereo not given) | 35%[activator]
COCCCNC(=O)c1ccc2c(c1)N=C(C)c1c(C)ccc(C)c1S2 | ?

(continued)
SMILES | Pf Dd2 growth
COCC1CN(C)CC12CCN(Cc1cnn(C(C)C)c1)CC2 (stereo not given) | 9%
Cc1cc(C)n(Cc2ccc(C(=O)N3CCC4(CC3)CCC(O)(CN(C)C)CC4)o2)n1 | ?
CCc1ccc(S(=O)(=O)c2cn(C)c3cc(N4CCOCC4)c(F)cc3c2=O)cc1 | -19%
CN1C(=O)Cc2cc(S(=O)(=O)CCC(=O)N3CCN(c4ccccc4F)CC3)ccc21 | -23%
CCc1csc(CNC2CCC3(CCNCC3)CC2)n1 | -12%
CCCCCOc1ccc(Cn2c(=O)oc3ccccc32)cc1 | 20%
Cc1ccc(S(=O)(=O)c2nc(-c3cccs3)oc2SC(C)C)cc1 | -9%
CCOc1ccc(NC(=O)Cc2csc(COc3cccc(C)c3)n2)cc1 | -22%[0.594 µM]
COc1cc(Nc2nc(-c3ccccc3F)no2)cc(OC)c1OC | 13µM*
CO[C@H]1C(=O)N(C2CCN(Cc3ccc(C)s3)CC2)[C@H]1c1ccncc1 | i
COc1ccc(CN2CCC(O)(c3csc(CN4CC[C@@H](O)C4)n3)CC2)cc1 | ?
COc1ccc(NC(=O)CSC2=Nc3ccccc3C3=NC(CCC(=O)NCCc4ccccc4)C(=O)N23)cc1 (stereo not given) | 42%[activator]
COc1ccc(-c2noc([C@@H]3CCCN3C(=O)Cc3ccc(F)cc3)n2)cc1 | ?
CCOc1ccc(CC(=O)N2CCC3(CC2)C(=O)N(C)c2ccccc23)cc1 | -12%
COc1cc(OC)cc(-c2onc(C)c2C(=O)NCc2ccccc2C)c1 | ?
COc1ccccc1OCCn1cc(C(=O)c2cccs2)c2ccccc21 | i
CC(C)(C)CC(=O)Nc1cnc(-c2cccc(Cl)c2)nc1 | i
O=C(c1ccc(F)cc1F)N1CCCN(c2cc(-c3ccccc3)[nH]n2)CC1 | i
COc1cccc(COC(=O)c2ccc(-c3nnn(Cc4cccc(OC)c4)n3)cc2)c1 | i
CCOC(=O)c1ccc(NC(=O)Cn2c(N(C)Cc3ccccc3)nc(C)cc2=O)cc1 | i
O=C(NCc1ccccc1Cl)c1ccc(Cn2c(=O)c3cccn3c3cccnc32)cc1 | 6%
COCCCNc1ncnc2c1nnn2C | 42%[activator]
Cc1nccc(N2CCN(C)C3(CCC(=O)N(C)CC3)C2)n1 (stereo not given) | -6%
O=C(NCCc1ccccc1)N1CCCCC1c1noc(COCC2CC2)n1 (stereo not given) | -6%
Cc1ccc(CN2CC3(Cc4ccccc4NC3=O)C2)cc1 | ?
CN1C[C@H]2CNC[C@@]2(C(=O)NCc2ccccc2OCc2ccccc2)C1 | ?
O=C(O)c1ccc(CN2C[C@@H](F)[C@@H](OCc3nc4ncccc4[nH]3)C2)cc1 | -7%[44.1 µM]
COc1ccc(CN2CCN(c3ncnc4sc5c(c34)CC(C)CC5)CC2)cc1F (stereo not given) | i
Cc1c(F)cccc1NC(=O)N1CCCC1c1nncn1-c1ccccc1 (stereo not given) | 0%
COc1ccc(-c2nn(-c3ccccc3)cc2CN2CCC(F)CC2)c(F)c1 | 11µM*

In a second layout: entries from further up
molecule,Pf Dd2 growth
COc1ccccc1OCCn1cc(C(=O)c2cccs2)c2ccccc21,i
CC(C)(C)CC(=O)Nc1cnc(-c2cccc(Cl)c2)nc1,i
O=C(c1ccc(F)cc1F)N1CCCN(c2cc(-c3ccccc3)[nH]n2)CC1,i
COc1cccc(COC(=O)c2ccc(-c3nnn(Cc4cccc(OC)c4)n3)cc2)c1,i
CCOC(=O)c1ccc(NC(=O)Cn2c(N(C)Cc3ccccc3)nc(C)cc2=O)cc1,i
O=C(NCc1ccccc1Cl)c1ccc(Cn2c(=O)c3cccn3c3cccnc32)cc1,6%
COCCCNc1ncnc2c1nnn2C,42%[activator]
Cc1nccc(N2CCN(C)C3(CCC(=O)N(C)CC3)C2)n1 (stereo not given),-6%
O=C(NCCc1ccccc1)N1CCCCC1c1noc(COCC2CC2)n1 (stereo not given),-6%
Cc1ccc(CN2CC3(Cc4ccccc4NC3=O)C2)cc1,?
CN1C[C@H]2CNC[C@@]2(C(=O)NCc2ccccc2OCc2ccccc2)C1,?
O=C(O)c1ccc(CN2C[C@@H](F)[C@@H](OCc3nc4ncccc4[nH]3)C2)cc1,-7%[44.1 µM]
COc1ccc(CN2CCN(c3ncnc4sc5c(c34)CC(C)CC5)CC2)cc1F (stereo not given),i
Cc1c(F)cccc1NC(=O)N1CCCC1c1nncn1-c1ccccc1 (stereo not given),0%
COc1ccc(-c2nn(-c3ccccc3)cc2CN2CCC(F)CC2)c(F)c1,11µM*

(cont.)
SMILES | Pf Dd2 growth
CCOC(=O)c1c(C)n(S(=O)(=O)c2ccc(C)cc2C)c2ccc(NS(=O)(=O)c3ccc(C)cc3C)cc12 | ?
O=C(CCC1CCN(C(=O)C2CC(=O)N(C3CC3)C2)CC1)Nc1ccc2c(c1)OCCO2 (stereo not given) | 1%
COc1ccc(-n2cc(C(=O)Nc3cc(F)ccc3F)c3ccccc3c2=O)cc1 | i
Cc1n[nH]c(C)c1CN1CCC2(CC1)CCN(C1CCOCC1)CC2CO (stereo not given) | -4%
COC(=O)CNC(=O)N1CCCCC1c1nc(CCOCC2CC2)no1 (stereo not given) | i
COc1ccc(NC(=O)CN2C(=O)C(c3ccc(C(C)(C)C)cc3)=NC2(C)C)cc1Cl | ?
CCN(Cc1ccncc1)C(=O)c1ccc(C2CCNC2)cc1 (stereo not given) | -10%
COc1ccc(C(=O)NCCn2cc(SC(C)c3ccccc3)c3ccccc32)cc1OC (stereo not given) | ?
CN(C)C(=O)c1cccnc1OC1CCN(C(=O)NCCc2ccccc2)C1 (stereo not given) | i
CSc1ccc(CNC(=O)c2ccc3c(c2)N(C)C2CCCCCN2C3=O)cc1 (stereo not given) | ?
O=C(CCc1ccccc1)NC1CC(=O)N(c2cccc(F)c2)C1 (stereo not given) | 17%
COc1cc(OC)c(NC(=O)Cn2c(SCc3ccccc3F)nc3cccnc32)cc1Cl | -19%
Cc1ccc(CN2C(=O)[C@@H]3C[C@@H](O)CN3C3(CN(Cc4ccc(C(F)(F)F)cc4)C3)C2=O)o1 | ?
CCCc1noc(-c2cccn3c(CNC(=O)c4ccc(Cl)cc4)nnc23)n1 | ?
CC1=C[C@@H](CN(C)CCO)[C@H](C(C)C)C[C@H]1Cc1nnc(-c2ccccc2F)o1 | 13µM*
O=C(C1CCCC1)N1[C@H]2CC[C@@H]1c1cnc(-c3ccc(F)cc3)nc1C2 | ?
Cc1noc([C@@H]2CN(C(=O)c3cscn3)C[C@H]2C(N)=O)n1 | -4%
CN(C)C(=O)N1CCC(c2nc(C3CCOC3)no2)CC1 (stereo not given) | 8%
CN(Cc1cc(-c2ccccc2)n[nH]1)c1cc(C2CC(N)C2)ncn1 (stereo not given) | -9%
CCOc1cccc2sc(NC(=O)c3ccc(S(=O)(=O)N4CCc5ccccc54)cc3)nc12 | -20%
CCOC(=O)c1ccc(NC(=O)C2CCN(S(=O)(=O)c3ccc(C)cc3)CC2)cc1 | i
CCOC(=O)c1cc(-c2ccc(OC)cc2)n(CCC(=O)NCCc2ccccc2)c1C | -8%
